Screening results as filed in PubChem BioAssay.
E-sel inducer = E-selectin induction in HUVECs, primary screen, imaging, HUVEC, immunofluorescence imaging, single point; normalized: neutral wells 0, TNF-alpha wells 100; activation, % at 7.58 µM; P16581; hit rate 0.37% among 260,000;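 active = mean E-selectin-positive cell signal at least 10% of the positive control, reached in at least 60% of replicates, without over 20% cell loss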;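 note: in these data hits start at about 27%; measured in HUVEC primary endothelial cells; signal is the percent of cells scored E-selectin positive by PE staining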
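Assay system: HUVEC primary endothelial cells. Input: 3,000 HUVEC seeded per well. Doses: one compound dose added by pin transfer. Read-out basis: % PE-positive cells. Benchmarks: TNF-alpha high, DMSO low. Detection: immunofluorescence imaging. Buffer or medium: EGM-2, gelatin.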
esBAF inh = Bmi1 luciferase reporter increase in mESCs, primary screen, esBAF inhibitor project, mouse ES cells, Bmi1 luciferase knock-in, single point; reporter increase, % at 12.5 µM; 24 h; 100% = twice the neutral-well signal; hit rate 2% among 350,000; AID 602393, 2012; in the data active = activation above about 40%;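 note: 0% = median of the plate's neutral control wells and 100% = double that signal; a rise in the Bmi1 reporter signal indicates esBAF inhibition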
ARNT TACC3 PPI = disruptors of ARNT/TACC3 protein interaction, primary screen, biochemical, AlphaScreen, single concentration | Transforming acidic coiled-coil-containing protein 3 (Homo sapiens), Q9Y6A5 | AlphaScreen His-ARNT PAS-B/GST-TACC3 binding, luminescence; TACC3 fragment carries E629A point mutation | inhibition, % at 9.99 µM | hit rate 0.66% among 390,000;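 active = mean inhibition of replicates at least 50% and at least half of replicates each reaching 50%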;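 note: 0% = complete ARNT plus TACC3 wells and 100% = ARNT alone without TACC3; many hits fall short of the cut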
CASP6 VEID inh = human caspase-6 inhibitors, primary screen, biochemical, VEID-R110 fluorescence, single point, set 2; P55212; purified caspase-6, Z-VEID-R110 cleavage fluorescence; inhibition, % at 12.5 µM; hit rate 0.53% among 350,000; AID 686996, 2013;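 active = mean inhibition across replicates at least about 35%, with every replicate also reaching that limit, limit read from the data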;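 note: 0% = median of neutral control wells and 100% = no fluorescence left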
Target sequence (P55212 24-179 limits assumed): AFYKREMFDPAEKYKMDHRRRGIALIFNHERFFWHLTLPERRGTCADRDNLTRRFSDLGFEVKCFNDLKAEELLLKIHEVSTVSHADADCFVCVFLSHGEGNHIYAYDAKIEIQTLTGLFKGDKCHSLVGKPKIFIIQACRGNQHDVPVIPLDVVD
Target sequence (P55212 194-293 limits assumed): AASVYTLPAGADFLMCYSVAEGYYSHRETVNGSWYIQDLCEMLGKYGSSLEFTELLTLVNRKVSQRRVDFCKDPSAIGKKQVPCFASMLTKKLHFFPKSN
PglD inh = C. jejuni PglD acetyltransferase inhibitors, primary screen, biochemical, DTNB colorimetric, single point; UDP-N-acetylbacillosamine N-acetyltransferase PglD (Campylobacter jejuni); purified PglD enzyme, DTNB colorimetric CoA detection; inhibition, % at 12.5 µM; hit rate 0.098% among 360,000; in the data active = inhibition above about 16%, passing the limit was not always enough; note: strong numbers were not always called active
RAD52 anneal inh = RAD52 DNA annealing inhibitors, primary screen, biochemical, FRET, single point, set 2 | DNA repair protein RAD52 homolog (Homo sapiens), P43351 | recombinant RAD52 DNA annealing, FRET fluorescence | inhibition, % at 18.7 µM | hit rate 0.46% among 360,000 | AID 651710, 2012;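 active = every replicate showing at least 50% inhibition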
ERp5 inh = inhibitors of ERp5-driven insulin aggregation, primary screen, biochemical, turbidity, absorbance 650 nm, single point. 90 min. Protein disulfide-isomerase A6 (Homo sapiens), Q15084. hit rate 0.05% among 350,000. inhibition, % at 9.99 µM;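 active = mean replicate inhibition above about 25%, with every replicate also reaching it, limit read from the data, passing the limit was not always enough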
RAD54 inh = inhibitors of human RAD54 branch migration, primary screen, biochemical, fluorescence, single point; DNA repair and recombination protein RAD54-like (Homo sapiens), Q92698; AID 602329, 2012; hit rate 0.14% among 360,000; RAD54 Holliday junction branch migration, FAM/BHQ fluorescence; inhibition, % at 10.4 µM;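 active = mean normalized replicate activity at least 40 and at least half of replicates scoring 40 or more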;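 note: 0% = median of neutral control wells and 100% = median of positive control wells; inhibitors cause a drop in the FAM fluorescence signal; in these data hits start at about 50%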
Target sequence (Q92698 whole entry, looked up): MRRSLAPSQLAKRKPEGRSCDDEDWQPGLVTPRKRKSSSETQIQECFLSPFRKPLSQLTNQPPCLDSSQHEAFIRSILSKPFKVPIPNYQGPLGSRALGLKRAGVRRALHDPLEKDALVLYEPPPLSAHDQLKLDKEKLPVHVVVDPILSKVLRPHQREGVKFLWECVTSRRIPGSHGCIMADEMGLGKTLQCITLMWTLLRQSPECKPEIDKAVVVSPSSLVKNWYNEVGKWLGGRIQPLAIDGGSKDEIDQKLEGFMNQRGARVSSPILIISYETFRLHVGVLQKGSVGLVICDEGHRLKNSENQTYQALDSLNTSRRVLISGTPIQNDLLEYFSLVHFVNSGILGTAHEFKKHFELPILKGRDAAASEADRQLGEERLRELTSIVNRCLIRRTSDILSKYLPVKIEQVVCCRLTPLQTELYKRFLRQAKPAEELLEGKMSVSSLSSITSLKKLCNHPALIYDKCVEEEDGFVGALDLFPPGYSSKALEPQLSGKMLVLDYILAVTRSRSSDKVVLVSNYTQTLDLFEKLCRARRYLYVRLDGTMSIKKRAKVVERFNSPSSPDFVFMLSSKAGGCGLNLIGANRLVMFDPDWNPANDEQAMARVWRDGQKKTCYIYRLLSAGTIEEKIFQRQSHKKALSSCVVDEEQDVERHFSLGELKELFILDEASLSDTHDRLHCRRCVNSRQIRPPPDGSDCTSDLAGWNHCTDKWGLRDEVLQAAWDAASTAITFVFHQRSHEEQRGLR
An asterisk follows results filed as active; . = no result given. Not a hit list; overall some 3.2% were active at least once.

1	O=C(CN1CCCCCC1)Nc1cc([N+](=O)[O-])ccc1Cl
2	O=C(Cc1ccc(S(=O)(=O)N2CCOCC2)s1)NCC1CCCCC1
3	C[C@@H]1CCCCO[C@@H](CN(C)C(=O)Nc2cccc3ccccc23)[C@H](C)CN([C@@H](C)CO)C(=O)c2cc(NS(=O)(=O)c3ccccc3)ccc2O1
4	Cc1cccc(NC(=O)CSc2ncnc3c2oc2ccccc23)c1
5	COc1cc(S(=O)(=O)N2CCN(C(=O)c3ccco3)CC2)c(OC)cc1C
6	C=CCNC(=S)Nc1c(N)n(C)c(=O)n(C)c1=O
assay / compound | 1 | 2 | 3 | 4 | 5 | 6
E-sel inducer | . | . | . | -0.2 | -0.1 | 1.3
esBAF inh | 2 | 7 | 3 | -8 | -5 | .
ARNT TACC3 PPI | 38 | -3 | -2 | -6 | 0 | -8
CASP6 VEID inh | -4 | . | -2 | 1 | -1 | -1
PglD inh | 2 | -6 | 1 | 0 | 1 | 0
RAD52 anneal inh | -9 | . | -14 | -13 | 7 | -12
ERp5 inh | -1 | . | 5 | 7 | 1 | -1
RAD54 inh | -1 | 4 | -15 | 4 | -4 | 1

From entry 4 as far as 6, as listed above:
4	Cc1cccc(NC(=O)CSc2ncnc3c2oc2ccccc23)c1
5	COc1cc(S(=O)(=O)N2CCN(C(=O)c3ccco3)CC2)c(OC)cc1C
6	C=CCNC(=S)Nc1c(N)n(C)c(=O)n(C)c1=O
assay / compound | 4 | 5 | 6
E-sel inducer | -0.2 | -0.1 | 1.3
esBAF inh | -8 | -5 | .
ARNT TACC3 PPI | -6 | 0 | -8
CASP6 VEID inh | 1 | -1 | -1
PglD inh | 0 | 1 | 0
RAD52 anneal inh | -13 | 7 | -12
ERp5 inh | 7 | 1 | -1
RAD54 inh | 4 | -4 | 1

The listing continues.
7	O=C(Nc1ccccc1)c1csc(-c2ccccc2)n1
8	O=C(C1CC1)N1C[C@@H]2[C@H](c3ccccc31)[C@@H](CO)N2C(=O)c1cccc(F)c1
9	O=C(NC1CCCCC1)N[C@H]1C=C[C@@H](CC(=O)N2CCOCC2)O[C@H]1CO
10	O=C(CCNS(=O)(=O)c1ccc(Br)cc1)NCCCSc1ccccc1
11	COc1cccc(S(=O)(=O)NCC(=O)N2CCCCCC2)c1
12	O=C(CN(c1ccc(Cl)cc1)S(=O)(=O)c1ccccc1)N1CCN(c2ccccc2)CC1
assay / compound | 7 | 8 | 9 | 10 | 11 | 12
E-sel inducer | . | 0.1 | -0.6 | . | 1.2 | .
esBAF inh | . | -2 | 4 | -5 | 2 | -3
ARNT TACC3 PPI | -7 | -10 | 2 | . | -2 | -7
CASP6 VEID inh | 2 | 0 | -6 | 0 | 1 | .
PglD inh | . | 1 | 2 | -2 | -2 | -4
RAD52 anneal inh | 4 | 2 | 21 | -12 | 108* | .
ERp5 inh | -1 | 4 | 0 | 3 | -1 | .
RAD54 inh | . | 18 | 1 | -2 | -1 | 7

13	CCOc1cc(CNc2ccc3c(c2)OCCO3)cc(Br)c1OCC
14	COc1ccc(-c2nc(CN3CCN(c4cc(C)nc(C)c4)CC3)c(C)o2)c2ccccc12
15	COc1cccc(CNS(=O)(=O)c2ccc3c(c2)CCN3C(=O)C2CC2)c1
16	CC1(c2ccc(Cl)cc2Cl)NC(=O)N(CC(=O)Nc2ccc3[nH]c(=O)[nH]c3c2)C1=O (stereo not given)
17	CCOC(=O)Nc1ccc(S(=O)(=O)Nc2onc(C)c2C)cc1
18	CCOC(=O)c1c2ccc(OCC(=O)NN)cc2n2ccccc12
assay / compound | 13 | 14 | 15 | 16 | 17 | 18
E-sel inducer | . | 0.8 | -0.4 | . | 0.5 | 3.8
esBAF inh | -36 | -12 | . | . | . | .
ARNT TACC3 PPI | 21 | 29 | 0 | 1 | . | -7
CASP6 VEID inh | . | -32 | 0 | -3 | -3 | 9
PglD inh | -1 | 5 | . | . | 2 | .
RAD52 anneal inh | . | 82* | -14 | -13 | -3 | -7
ERp5 inh | . | 2 | -3 | 1 | -22 | -1
RAD54 inh | 2 | 39 | . | . | -11 | .

19	CC1=C(C(=O)N2CCOCC2)CC(CC(=O)NC2CCCCC2)C(=O)N1Cc1ccc(C(C)(C)C)cc1 (stereo not given)
20	CCC(=O)N1CC2(CN(Cc3nccs3)C2)c2c(n(C)c3cc(OC)ccc23)[C@H]1CO
21	CCS(=O)(=O)N1[C@H](CO)[C@H](c2ccc(-c3cccc(F)c3)cc2)[C@@H]1C#N
22	CC1(C(=O)NC2CCc3ccccc32)CCN1CCc1ccccc1 (stereo not given)
23	CN1[C@@H]2c3ccc(-c4ccncc4)c(=O)n3C[C@H]1[C@H](CO)[C@H]2C(=O)NC1CCCCC1
24	CCOc1ccccc1N1CCN(C(=O)C(F)(F)F)CC1
assay / compound | 19 | 20 | 21 | 22 | 23 | 24
E-sel inducer | 0.0 | 0.2 | 0.2 | -0.3 | 0.3 | .
esBAF inh | 7 | . | 3 | -1 | -3 | -2
ARNT TACC3 PPI | . | . | 0 | . | 21 | 1
CASP6 VEID inh | 0 | 0 | 1 | -1 | -1 | .
PglD inh | -2 | . | -1 | 0 | 3 | 2
RAD52 anneal inh | -8 | 0 | -16 | -6 | 1 | .
ERp5 inh | -9 | -5 | 0 | -6 | 20 | .
RAD54 inh | -3 | . | 3 | -3 | -6 | 0

25	CC1CCC(N2CC(=O)N(Cc3ccc4c(c3)OCO4)C(c3ccc(F)cc3)C2=O)CC1 (stereo not given)
26	CCN(Cc1ccc(Br)s1)C(=O)CSc1nnc(C2CC2)n1C1CC1
27	O=C(c1ccc2nc[nH]c2c1)N1CCN(c2cccc(C(F)(F)F)c2)CC1
28	COc1ccc2c3c([nH]c2c1)[C@H](CO)N(C(=O)Nc1ccc(F)cc1)CC31CN(S(=O)(=O)c2ccccc2)C1
29	COc1ccc(Cl)cc1NC(=O)CN(C)C(=O)Cn1cnnn1
30	C[C@H](CO)N1C[C@H](C)[C@@H](CN(C)Cc2ccc(Cl)c(Cl)c2)Oc2c(NC(=O)c3cnccn3)cccc2C1=O
assay / compound | 25 | 26 | 27 | 28 | 29 | 30
E-sel inducer | . | 7.8 | 0.5 | 0.1 | 0.0 | -18
esBAF inh | 6 | 2 | . | . | . | 19
ARNT TACC3 PPI | -4 | . | -2 | . | -3 | .
CASP6 VEID inh | . | -3 | 8 | 2 | -1 | 2
PglD inh | -1 | -3 | . | . | . | -3
RAD52 anneal inh | . | -6 | -9 | -6 | 0 | -33
ERp5 inh | . | 5 | 1 | 1 | 0 | -4
RAD54 inh | 3 | -6 | -7 | . | . | -2

31	C[C@@H](C(=O)O)[C@H]1C[C@]1(C)[C@H](NC(=O)OCc1ccccc1)c1ccccc1
32	CCCC(=O)Nc1c(-c2ccccc2OC)c(=O)c2ccccc2n1C
33	CCN1CCC(=NNC(=O)c2ccc(C)c([N+](=O)[O-])c2)CC1
34	OC[C@H]1[C@@H](c2ccc(-c3ccc(F)cc3)cc2)[C@@H]2CN(Cc3ccccn3)CCCCN12
35	C[C@H](NC(=O)c1ccccc1)C(=O)Nc1nc(-c2ccccn2)cs1
36	CC(C)(C)OC(=O)N1CCC2CCN(CCc3ccccc3)CC21 (stereo not given)
assay / compound | 31 | 32 | 33 | 34 | 35 | 36
E-sel inducer | 0.2 | . | . | -0.3 | 0.1 | 0.1
esBAF inh | -3 | -10 | 3 | . | . | .
ARNT TACC3 PPI | -2 | -8 | 7 | 28 | 64* | .
CASP6 VEID inh | 0 | 0 | . | -1 | -2 | -1
PglD inh | -4 | -1 | -5 | 0 | . | .
RAD52 anneal inh | 0 | -10 | . | 4 | -23 | -7
ERp5 inh | 6 | 4 | . | -2 | -1 | 3
RAD54 inh | 0 | 1 | 0 | 4 | . | .

37	O=C(N[C@H](C(=O)N1CCC[C@H]1C(=O)NCCc1ccccc1Cl)C1CCCCC1)c1cccs1
38	O=C(C[C@@H]1CC[C@H]2[C@@H](COC[C@H](O)CN2Cc2cccc(C(F)(F)F)c2)O1)NCc1ccc(F)cc1
39	C[C@@H]1CN([C@@H](C)CO)C(=O)c2cccc(N(C)C)c2O[C@H]1CN(C)S(=O)(=O)c1cn(C)cn1
40	CCc1ccc(C(=O)NNc2ccc(F)cc2F)cc1
41	O=C(NC1CCCCC1)C(c1ccc2ncccc2c1)N(Cc1ccco1)C(=O)c1ccc2c(c1)OCCO2 (stereo not given)
42	CC1CN(C(=O)CN2C(=O)NC3(CCCC3)C2=O)C(=Nc2cccc(S(=O)(=O)N(C)C)c2)S1 (stereo not given)
assay / compound | 37 | 38 | 39 | 40 | 41 | 42
E-sel inducer | 0.0 | 0.0 | -0.2 | 2.4 | . | .
esBAF inh | . | 6 | 6 | 16 | 6 | 3
ARNT TACC3 PPI | . | -2 | . | -12 | 6 | 0
CASP6 VEID inh | 2 | 0 | 1 | -4 | . | 1
PglD inh | . | 3 | 0 | 19 | 0 | 1
RAD52 anneal inh | 2 | -8 | -12 | 5 | . | -5
ERp5 inh | 0 | -4 | 8 | 4 | . | 4
RAD54 inh | . | -6 | 4 | -1 | 10 | 3

43	CCC(=O)Nc1ccc2c(c1)C(=O)N(C)[C@@H]1CC[C@@H](CC(=O)Nc3cccc(OC)c3)O[C@H]1CO2
44	COc1ccc(C(=O)Nc2c(N)nc(SCC(=O)NCC3CCCO3)[nH]c2=O)cc1 (stereo not given)
45	COc1ccc(CN2CCN(C(C)C(=O)NC(C)c3ccc(F)cc3)CC2)cc1F (stereo not given)
46	COCC(=O)N(C)C[C@H]1Oc2ncc(Br)cc2C(=O)N([C@H](C)CO)C[C@@H]1C
47	COC(=O)c1ccc2nc(-c3ccc4c(c3)OCO4)cn2c1
48	Cc1onc(-c2ccccc2)c1-c1nnc(COC(=O)c2ccc(F)cc2)o1
assay / compound | 43 | 44 | 45 | 46 | 47 | 48
E-sel inducer | 0.1 | 0.4 | 1.2 | 0.0 | -0.1 | -0.1
esBAF inh | 0 | 10 | 8 | 1 | -67 | -5
ARNT TACC3 PPI | -6 | -9 | 1 | -8 | 6 | .
CASP6 VEID inh | 2 | 1 | 7 | 2 | 1 | -6
PglD inh | 2 | 4 | -6 | 0 | -4 | -3
RAD52 anneal inh | -5 | -17 | -21 | 11 | -12 | -8
ERp5 inh | -3 | 2 | 3 | 8 | -1 | 0
RAD54 inh | 4 | -9 | -2 | -4 | 0 | -3

49	COc1ccc(CNC(=O)/C=C/c2ccc(OCCCF)cc2)cc1
50	C=CCn1c(SCC(=O)Nc2c(C)n(C)n(-c3ccccc3)c2=O)nnc1-c1ccncc1
51	CC1Sc2ccc(C(=O)OCc3ccccc3Cl)cc2NC1=O (stereo not given)
52	CCOc1ccc(C(=O)NCC(=O)N2CCN(c3ccccc3O)CC2)cc1
53	C[C@H](CO)N1C[C@H](C)[C@H](CN(C)Cc2ccc(Oc3ccccc3)cc2)Oc2ccc(NC(=O)Cn3cnnn3)cc2C1=O
54	CC(C)c1ccc(CN2CCC(Oc3ccc(C(=O)N4CCCC4)cc3)CC2)cc1
assay / compound | 49 | 50 | 51 | 52 | 53 | 54
E-sel inducer | . | 0.0 | -0.6 | . | -9.1 | 0.7
esBAF inh | 17 | 0 | . | -10 | -3 | .
ARNT TACC3 PPI | -5 | . | -5 | -2 | -2 | 7
CASP6 VEID inh | . | -2 | 2 | 3 | -2 | -2
PglD inh | 3 | -3 | 2 | 5 | 4 | 0
RAD52 anneal inh | . | -53 | -17 | -11 | -8 | -8
ERp5 inh | . | 2 | 2 | 9 | 8 | -4
RAD54 inh | -7 | 4 | -10 | -5 | 10 | -1
